Assay outcomes (PubChem)
Epigenetic derep: Quantitative High-Throughput Screen for Regulators of Epigenetic Control | Potency, µM (highest dose often 53.9 µM), without a hit: top-dose GFP activation, hits mostly activators | 0.2% of 280,000 active | murine LDR cells, GFP reporter derepression, 30 h; also: % of control where 0% means no effect; nearly all actives have a fitted effect of over 60% in size
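Derepression of a silenced CMV-GFP reporter in murine LDR cells is scored by enumerating GFP-positive cells with a laser-scanning microplate cytometer after 30 hours of treatment at 37 C.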
RECQ1 inh: qHTS Assay for Inhibitors of RecQ-Like Dna Helicase 1 (RECQ1). RECQ1 DNA unwinding, red fluorescence kinetic read. ATP-dependent DNA helicase Q1 (Homo sapiens), P46063. 0.54% of 240,000 active. AID 2549, 2010. Potency, µM (top dose mostly 57.3 µM), without a hit: top-dose activity, negative = inhibition, most hits filed as inhibitors;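 also: plate controls were vehicle for no effect and no enzyme for full effect; nearly all actives have a fitted effect of over 30% in size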
Target sequence (P46063 whole entry, looked up): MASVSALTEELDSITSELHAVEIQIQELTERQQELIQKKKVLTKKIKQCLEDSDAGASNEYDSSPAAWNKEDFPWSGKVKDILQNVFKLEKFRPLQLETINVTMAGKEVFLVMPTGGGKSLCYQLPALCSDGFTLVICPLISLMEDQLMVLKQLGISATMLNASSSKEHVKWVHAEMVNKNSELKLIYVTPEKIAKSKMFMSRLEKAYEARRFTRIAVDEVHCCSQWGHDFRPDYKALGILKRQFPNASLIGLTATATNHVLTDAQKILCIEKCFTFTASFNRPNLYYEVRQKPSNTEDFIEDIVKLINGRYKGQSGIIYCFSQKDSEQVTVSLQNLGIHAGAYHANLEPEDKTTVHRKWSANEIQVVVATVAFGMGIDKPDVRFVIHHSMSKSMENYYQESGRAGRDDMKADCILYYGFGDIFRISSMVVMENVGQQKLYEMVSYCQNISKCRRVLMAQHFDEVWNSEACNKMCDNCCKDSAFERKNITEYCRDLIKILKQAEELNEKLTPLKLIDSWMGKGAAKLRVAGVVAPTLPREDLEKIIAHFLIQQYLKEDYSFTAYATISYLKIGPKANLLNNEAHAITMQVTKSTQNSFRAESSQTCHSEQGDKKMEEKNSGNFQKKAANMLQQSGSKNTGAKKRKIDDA
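RECQ1T1 50 nM; forked duplex (20 bp + 30-nt ss tails) 200 nM, ATP 2 mM final; pH 8.0, 2 mM MgCl2, 2.5 ug/ml poly(dI-dC); 15 min compound preincubation; discontinuous kinetic read over 2 h at RT.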
SMN2 splice enh: qHTS Assay for Enhancers of SMN2 Splice Variant Expression | Potency, µM (top dose mostly 46.1 µM), for the others: at the highest dose activity change, positive = activation, actives largely listed as activators | HEK293 SMN2-luciferase splicing reporter, luminescence, 30-36 h | AID 1458, 2008 | 2.8% of 210,000 active; also: % of control where 0% means no effect; nearly all actives have a fitted effect of over 55% in size
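HEK293 cells carry an SMN2 minigene-luciferase reporter in which exon 7 inclusion puts luciferase in frame. Cells were seeded at 2000 cells/well, attached for 10-12 hours, then exposed to compounds for 30-36 hours at 37C before ONE-Glo luminescence.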
JMJD2E inh: qHTS Assay for Inhibitors of Human Jumonji Domain Containing 2E (JMJD2E) | Lysine-specific demethylase 4E (Homo sapiens), B2RXH2 | JMJD2E catalytic domain, FDH-coupled NADH fluorescence (FDH is formaldehyde dehydrogenase) | Potency, µM (series often up to 57.1 µM), without a hit: at the top dose activity change, negative = inhibition, most hits filed as inhibitors | 1.6% of 230,000 active | AID 2147, 2009; active = well fitted inhibition curve with a large enough effect, not every such curve was filed as active; inconclusive = small, poorly fitted or top-dose-only effect, or another doubt; inactive = no such curve, though single readings can be large or run the other way;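 also: 0% = wells with enzyme and -100% = buffer wells without enzyme; nearly all actives have a fitted effect of over 50% in size; many of its hits are not listed in these tables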
IMPase Li inh: qHTS Assay for Identifying the Cell-Membrane Permeable IMPase Inhibitors: Potentiation with Lithium | CHO-M1 cells, IP1 TR-FRET (IP-One), carbachol + lithium | Potency, µM (titrated, usually from 59.4 µM), inactives show at the top dose activity, negative = IMPase inhibition, most hits filed as inhibitors | 0.35% of 210,000 active | AID 1457, 2008;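 also: IP1 builds up when IMPase is blocked and the TR-FRET signal falls; plate controls were basal vehicle for no effect and high inhibitor control for full effect; nearly all actives have a fitted effect of over 50% in size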
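Concentration–response in CHO-M1 cells, lithium-potentiated; 30 min at 37C. IP1 detected by competitive TR-FRET after 10 min lysis at RT. Hill-fitted AC50.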
RGS12 GoLoco inh: qHTS Assay for Inhibitors of RGS12 GoLoco Motif Activity (Red Fluorophore); Guanine nucleotide-binding protein G(i) subunit alpha-1 (Homo sapiens), P63096; Gai1:RGS12 GoLoco peptide FP, rhodamine, 10 min; Potency, µM (doses to about 61.6 µM), for the others: top-dose activity, negative = inhibition, usual class: inhibitors; 0.44% of 230,000 active; AID 880, 2007; active = well fitted inhibition curve with a large enough effect, not every such curve was filed as active; inactive = no such curve, though single readings can be large or run the other way; also: % is scaled to controls: 0 for no effect and ±100 for the full control effect; nearly all actives have a fitted effect of over 30% in size; many of its hits are not listed in these tables
Target sequence (P63096 whole entry, looked up): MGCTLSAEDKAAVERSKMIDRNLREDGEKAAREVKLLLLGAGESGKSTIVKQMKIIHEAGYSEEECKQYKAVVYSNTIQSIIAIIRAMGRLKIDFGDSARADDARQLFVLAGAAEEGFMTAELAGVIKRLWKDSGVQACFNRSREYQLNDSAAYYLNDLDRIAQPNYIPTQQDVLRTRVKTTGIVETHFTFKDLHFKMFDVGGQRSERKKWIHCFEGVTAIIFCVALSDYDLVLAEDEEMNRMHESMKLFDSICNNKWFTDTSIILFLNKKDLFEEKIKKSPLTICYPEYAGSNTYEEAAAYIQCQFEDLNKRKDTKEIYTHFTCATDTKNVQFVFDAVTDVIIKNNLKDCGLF
NPSR antagonist: qHTS Assay for Antagonists of the Neuropeptide S Receptor: cAMP Signal Transduction; Q6W5P4; CHO-NPSR cells, cAMP TR-FRET, antagonist mode; Potency, µM (top dose mostly 38.3 µM), inactives show at the highest dose activity change, negative = inhibition, actives largely listed as inhibitors; 1% of 220,000 active; AID 1461, 2008; also: % is scaled to controls: 0 for no effect and ±100 for the full control effect; nearly all actives have a fitted effect of over 50% in size; many of its hits are not listed in these tables
KinaseGlo FLuc: Counterscreen for Luciferase (Kinase-Glo TM) Inhibition; Luciferin 4-monooxygenase (Photuris pensylvanica), Q27757; 0.28% of 200,000 active; Kinase-Glo luciferase, ATP luminescence, 8 min; Potency, µM (series often up to 38.3 µM), for inactives: at the highest dose activity change, negative = inhibition, actives largely listed as inhibitors; also: % is scaled to controls: 0 for no effect and ±100 for the full control effect; nearly all actives have a fitted effect of over 60% in size
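Compounds were added to a substrate mix at pH 7.2 (50 mM imidazole, 10 uM ATP, within the enzyme's linear range), followed by Kinase-Glo detection reagent; luminescence was measured after 8 minutes at ambient temperature.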
* marks the source's active call; other numbers are inactive results; i = inactive; ? = inconclusive; . = not tested or not shown; [ ] = another dose, or the depositor's remark. Unless noted, calls follow the shape of the dose curve; as a rule, active = well fitted curve in the direction sought with a large enough effect; inconclusive = small, poorly fitted or top-dose-only effect, or another doubt; inactive = no such curve, though single readings can be large; an effect the other way counts as inactive or inconclusive. Potency is read from the fitted curve at half-maximal effect. The list is partial; rates above refer to the full screens.

SMILES	Epigenetic derep	RECQ1 inh	SMN2 splice enh	JMJD2E inh	IMPase Li inh	RGS12 GoLoco inh	NPSR antagonist	KinaseGlo FLuc
CCS(=O)(=O)N1CCC(C(=O)N2CCC3(CC2)OCCO3)CC1	-0.9%	1%	-4%	-1%	-5%	4%	0%[46.1 µM]	6%
COc1cc2c(cc1OC)CC[N+](C)=C2	0.8%	13%	.	?	-29%	-30%	-4%	.
Cc1ccccc1OCCCn1cc(C(=O)C(=O)N2CCOCC2)c2ccccc21	0.0%	15%	-38%[inhibitor]	6%	-18%	23%	-21%	2%
Cc1ccc(-n2c(-c3cccs3)nc3ccccc3c2=O)cc1	0.0%	3%	-39%[inhibitor]	-6%	7%[38.3 µM]	11%	?	-1%
Cc1cccc(C(=O)O)c1O	-3.8%	-13%	4%	?	2%	14%	.	4%
Cc1cc(C)cc(N2C(=O)NC(=O)/C(=C\c3cc(C)n(C)c3C)C2=O)c1	4.9%	i	0%	-4%	1%	42%[activator]	-9%	-2%
O=C(CNS(=O)(=O)c1cccs1)N1CCC2(CC1)OCCO2	-1.1%	-2%	8%	11%	-7%[38.3 µM]	2%	0%[46.1 µM]	0%
CCN1C(=O)/C(=C\c2ccc([N+](=O)[O-])s2)C(=O)NC1=S	?	?	-24%	2.5µM*	-7%	-11%	-54%	-12%
COc1ccc(CC[n+]2cc(/N=C(\C)[O-])on2)cc1OC	-0.8%	-6%	3%	0%	-1%	0%	3%[46.1 µM]	1%
Nc1ccc2c3c(cccc13)CC2	?	-1%	-4%	?	3%[38.3 µM]	7%	2%[46.1 µM]	-4%
CC/C(=C\C=C\[C@@H]1C=C[C@@H]2CCC[C@H]2[C@@H]1C(=O)c1ccc[nH]1)[C@@H]1O[C@@H]([C@@H](C)C(=O)O)CC[C@@H]1C	1.0%	-2%	-30%[inhibitor]	?	-4%	-16%	10%[46.1 µM]	1%
C=CCN1C(=O)NC(=O)/C(=C/c2cnc(SC)nc2)C1=O	-1.0%	i	-3%	?	6%[38.3 µM]	-2%	?	0%
CN(C)C(=O)Oc1cccc2c(OC(=O)N(C)C)cccc12	0.8%	i	0%	0%	24%[38.3 µM]	3%	1%[46.1 µM]	18%
O=C(NCc1ccccn1)c1ccccc1Cl	-1.0%	5%	-14%	-1%	34%[38.3 µM]	-9%	-20%[46.1 µM]	-3%
CC(C)(C)c1ccc(/C=C2\Oc3cc(OC(=O)N4CCOCC4)ccc3C2=O)cc1	-1.6%	-7%	25%	4%	-1%	12%	14%	-3%
N#CC1=C(N)Oc2c(c(=O)oc3ccccc23)C1c1cccnc1 (configuration not stated)	-2.3%	-13%	?	?	-12%[38.3 µM]	10%	-20%[46.1 µM]	1%
C=CCn1c(O)c(C(CC)=Nc2ccc(N(CC)CC)cc2)c(=O)[nH]c1=O	-3.6%	i	-31%[inhibitor]	?	15%[38.3 µM]	-14%	?	-2%
O=C1NC(=O)N(c2ccccc2)C(=O)/C1=C\c1ccc2c3c(cccc13)CC2	1.1%	-4%	21%	?	-10%	10%	-24%[46.1 µM]	1%
CCOc1ccc(N2C(=O)NC(=O)/C(=C/c3cnc(SC)nc3)C2=O)cc1	0.9%	-11%	1%	35µM*	0%	-3%	-33%	-1%
C=CCn1c(O)c(C=NC2CCN(Cc3ccccc3)CC2)c(=O)[nH]c1=O	-1.0%	-2%	.	6%	.	5%	10%	.
Cc1cc(C)nc(-n2c(C)nc3cc(Cl)ccc3c2=O)c1	5.9%	-10%	-4%	12%	14%[38.3 µM]	-3%	-6%[46.1 µM]	4%
CCN(CC)P(c1n(C)cc[n+]1C)N(CC)CC	6.5%	i	1%	0%	4%	-2%	14%	-3%
C=CCn1c(O)c(C(C)=NCc2ccco2)c(=O)[nH]c1=O	0.0%	i	-26%	7%	22%[38.3 µM]	9%	-4%[46.1 µM]	22%
CCCCn1c(NS(=O)(=O)c2ccccc2)c(C(=O)OCC)c2nc3ccccc3nc21	-1.9%	-3%	-49%[inhibitor]	?	?	2%	7%	1%
O=c1c2ccccc2ncn1-c1ccc([N+](=O)[O-])c(C(F)(F)F)c1	-1.8%	0%	-14%	0%	7%	2%	11%	3%
O=c1[nH]c(=O)n(CCc2ccccc2)c(O)c1C=NCCN1CCNCC1	2.6%	i	3%	-2%	-5%[38.3 µM]	6%	2%[46.1 µM]	-6%
CC(C)[C@@]1(NC(=O)[C@@H]2C=C3c4cccc5[nH]cc(c45)C[C@H]3N(C)C2)O[C@@]2(O)[C@@H]3CCCN3C(=O)[C@H](Cc3ccccc3)N2C1=O	0.2%	-3%	-63%[inhibitor]	?	11%	-13%	-51%	-12%
COc1ccc(C(=O)C2(C)N(O)C(C)C(c3cccs3)=[N+]2[O-])cc1 (configuration not stated)	-2.2%	-3%	-8%	4%	1%	-11%	-6%[46.1 µM]	0%
Cc1ccc(NP(=O)(Oc2ccccc2F)Oc2ccccc2F)cc1C	3.4%	1%	-85%[inhibitor]	-9%	6%	4%	?	0%
Nc1ccccc1C(=O)O	.	7%	4%	.	3%	2%	.	.
O=C1NC(=O)C(=Cc2ccc(Sc3ccccc3)o2)C(=O)N1	?	-1%	.	?	.	28%	-51%	.
CCCC/C=C/[C@@H](NP(=O)(c1ccccc1)c1ccccc1)c1ccccc1OC	?	-6%	-1%	-3%	6%	8%	.	2%
COC(=O)CCCCC1SCC(NC(=O)c2ccccc2)C1Cl (configuration not stated)	4.3%	2%	.	-3%	6%	0%	8%	0%
CC(C)(C)C(=O)OC[N+](C)(C)CCOC(=O)C(O)(c1ccccc1)C1CCCC1 (configuration not stated)	1.5%	2%	.	-1%	31%[activator]	-10%	0%	1%
CN1CCc2nc3sc(C#N)c(N)c3c(-c3cccs3)c2C1	0.0%	-2%	29%	-14%	36%[activator][38.3 µM]	36%[activator]	13µM*	-3%
C=CCn1c(O)c(C(C)=NCCC2=CCCCC2)c(=O)[nH]c1=O	6.2%	-14%	-13%	3%	18%[38.3 µM]	6%	-12%[46.1 µM]	-2%
O=C1/C(=C/c2cccnc2)N2CCC1CC2	2.8%	-3%	-38%[inhibitor]	6%	-2%	0%	19%	-2%
CCCc1nc2ccccc2c(=O)n1-c1ccc(OC)cc1	1.1%	-12%	-16%	1%	-10%[38.3 µM]	6%	-9%[46.1 µM]	0%
Nc1ccc(Br)cc1	.	2%	-5%	.	1%	-9%	.	.
COc1ccc(CN2CCCC(C(=O)c3sccc3C)C2)cc1O (configuration not stated)	-6.0%	-4%	.	3%	14%	8%	5%	0%

Molecules above that have a furan ring, fused or not:
SMILES	Epigenetic derep	RECQ1 inh	SMN2 splice enh	JMJD2E inh	IMPase Li inh	RGS12 GoLoco inh	NPSR antagonist	KinaseGlo FLuc
C=CCn1c(O)c(C(C)=NCc2ccco2)c(=O)[nH]c1=O	0.0%	i	-26%	7%	22%[38.3 µM]	9%	-4%[46.1 µM]	22%
O=C1NC(=O)C(=Cc2ccc(Sc3ccccc3)o2)C(=O)N1	?	-1%	.	?	.	28%	-51%	.

Other results:
SMILES	Epigenetic derep	RECQ1 inh	SMN2 splice enh	JMJD2E inh	IMPase Li inh	RGS12 GoLoco inh	NPSR antagonist	KinaseGlo FLuc
COC1=CC=C2[C@H]3Cc4ccc(OC)c5c4[C@@]2(CCN3C)[C@H]1O5	-1.1%	i	10%	8%	16%	4%	.	3%
ClCCOCCCl	.	-14%	-7%	.	-8%	8%	.	.
O=C(/C=C/c1ccccc1)NCCc1cnc[nH]1	-2.2%	4%	4%	14%	.	-14%	-20%	6%
COc1ccccc1OCC(=O)N1CCN(Cc2ccc3c(c2)OCO3)CC1	-1.2%	8%	.	-5%	-1%	-7%	-7%	-2%
COc1ccc(C2SCC(=O)Nc3c2c(C)nn3-c2ccccc2)cc1OC (configuration not stated)	-3.0%	-9%	-15%	1%	5%[38.3 µM]	1%	?	3%
CCOC(=O)C(O)(c1ccc(NC(=O)NC)cc1)C(F)(F)F (configuration not stated)	-1.0%	6%	.	6%	.	4%	9%	.
CC(=O)C1C(=O)NC23CCCCC2C1c1ccccc1O3 (configuration not stated)	0.0%	-1%	-6%	0%	13%	6%	-5%[46.1 µM]	-1%
CCSc1nnc(C(N)Cc2ccccc2)o1 (configuration not stated)	-1.1%	-1%	?	-2%	-17%[38.3 µM]	2%	-5%[46.1 µM]	-1%
CCC(=O)OC1(c2ccccc2)C(C)CN(C)CC1C (configuration not stated)	5.2%	-3%	.	2%	16%	2%	-33%	-2%
O=C1CCCN1C(=O)c1cncc(Br)c1	14%	89%[activator]	10%	2%	4%[38.3 µM]	-18%	-2%[46.1 µM]	7%
CN1C(=O)/C(=C/C=C/c2ccco2)C(=O)NC1=S	-1.0%	?	.	?	.	215%[activator]	1%	.
Cc1ccc(-n2c(O)c(/C=N/NC(=O)c3ccncc3)c(=O)[nH]c2=O)cc1	-0.1%	-2%	28%	0%	-4%	64%[activator]	5%	10%
Cn1c(SCc2nc3cc(C(=O)O)ccc3c(=O)[nH]2)nnc1C(F)(F)F	-0.5%	-9%	-1%	?	4%	10%	15%	-1%
C[C@@H]1CC[C@H]2[C@@H](C)C(=O)O[C@@H]3OC4(C)CC[C@@H]1[C@]32OO4	7.6%	i	.	.	-1%	1%	.	-4%[39.9 µM]
Nc1c2c(nc3sc4c(c13)CCCCC4)CCCC2	3.2%	-7%	11µM*	-5%	16%	-2%	-14%	-12%

Compound profiles (already shown). Order of screens: Epigenetic derep	RECQ1 inh	SMN2 splice enh	JMJD2E inh	IMPase Li inh	RGS12 GoLoco inh	NPSR antagonist	KinaseGlo FLuc
CCC(=O)OC1(c2ccccc2)C(C)CN(C)CC1C (configuration not stated) across the screens: 5.2%	-3%	.	2%	16%	2%	-33%	-2%
CN1C(=O)/C(=C/C=C/c2ccco2)C(=O)NC1=S across the screens: -1.0%	?	.	?	.	215%[activator]	1%	.
Cn1c(SCc2nc3cc(C(=O)O)ccc3c(=O)[nH]2)nnc1C(F)(F)F across the screens: -0.5%	-9%	-1%	?	4%	10%	15%	-1%
